Screening data from PubChem BioAssay.
ELG1 DNA repair – blocks ELG1-dependent DNA repair in HEK293T cells; HEK293T ELG1-luciferase reporter, luminescence, 16 h; DNA damage induced by 5-fluorouridine; Potency, µM (doses to about 46.1 µM), for the others: top-dose activity change, negative = inhibition, most hits filed as inhibitors; hit rate 2.3% among 330,000; AID 504467; further: potency means the concentration at half of the fitted maximal effect; on the % scale 0 is the no-effect control and ±100 the full control effect; nearly all actives have a fitted effect of over 55% in size
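In this reporter screen, reduction of luminescence relative to DMSO vehicle indicated activity. Compounds and 5-fluorouridine were added together to 2,000 cells per well, incubated for 16 hr at 37 °C, then developed with ONE-Glo.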
Gal4-VP16 FLuc – counter-screen for ROR gamma inhibitors: Gal4-VP16 reporter; Drosophila S2 Gal4-VP16 UAS-luciferase, luminescence, 20 h; Potency, µM (series often up to 53.6 µM), without a hit: at the top dose activity, negative = inhibition, usual class: inhibitors; hit rate 3.5% among 310,000;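 further: Gal4-VP16 expression switched on by copper sulfate through the metallothionein promoter; potency means the concentration at half of the fitted maximal effect; on the % scale 0 is the no-effect control and ±100 the full control effect; nearly all actives have a fitted effect of over 50% in size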
TRPV1 ag – activates the human vanilloid receptor TRPV1; TRPV1-expressing cells, Fluo-8 calcium influx, agonist mode; activation, % at 8.33 µM; hit rate 0.19% among 320,000; AID 540275; in the data active means activation above about 80%; inconclusive means between about 30% and that limit; further: 0% is about no effect
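Fluo-8 calcium influx in TRPV1-expressing cells, kinetic read (ex 480/em 520 nm). Compound added and read 3 min for agonist activity, followed by capsaicin at EC20 final and 2 min further read for enhancement.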
Rab9 prom act – Rab9 promoter activation; Potency, µM (highest dose often 9.22 µM), for inactives: at the highest dose activation, negative = inhibition, most hits filed as activators; hit rate 2.8% among 320,000; Huh7 Rab9 promoter-luciferase reporter, luminescence, 24 h; further: potency means the concentration at half of the fitted maximal effect; % of control where 0% means no effect; nearly all actives have a fitted effect of over 60% in size
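Luciferase signal after 10 min detection reagent at ambient indicates Rab9 promoter upregulation; stably transfected Huh7 cells were treated 24 h with compound in DMSO at 37 °C, 5% CO2.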
RORgamma inh – ROR gamma (mouse) transcription inhibition. Potency, µM (titrated, usually from 53.6 µM), for the others: at the top dose activity change, negative = inhibition, usual class: inhibitors. Drosophila S2 Gal4-RORgamma UAS-luciferase reporter, 20 h. hit rate 5.4% among 310,000. P51450; further: potency means the concentration at half of the fitted maximal effect; on the % scale 0 is the no-effect control and ±100 the full control effect; nearly all actives have a fitted effect of over 60% in size
Target sequence (P51450 whole entry, looked up, the tested form may be a part): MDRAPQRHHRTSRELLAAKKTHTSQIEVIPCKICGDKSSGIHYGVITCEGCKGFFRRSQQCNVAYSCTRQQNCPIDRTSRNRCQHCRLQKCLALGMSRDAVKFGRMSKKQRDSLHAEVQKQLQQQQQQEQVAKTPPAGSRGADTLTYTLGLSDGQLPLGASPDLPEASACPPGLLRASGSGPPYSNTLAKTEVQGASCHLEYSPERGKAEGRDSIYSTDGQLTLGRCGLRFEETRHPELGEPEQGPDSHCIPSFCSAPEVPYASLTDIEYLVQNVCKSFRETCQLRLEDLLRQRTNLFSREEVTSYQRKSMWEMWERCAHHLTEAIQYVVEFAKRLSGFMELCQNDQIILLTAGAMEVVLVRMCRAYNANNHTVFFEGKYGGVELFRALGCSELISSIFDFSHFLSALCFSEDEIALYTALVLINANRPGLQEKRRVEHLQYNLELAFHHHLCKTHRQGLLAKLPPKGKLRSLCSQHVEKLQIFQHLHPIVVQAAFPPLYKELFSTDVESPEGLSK
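Drosophila S2 cells stably expressing Gal4-DBD/mouse RORγ fusion under metallothionein promoter plus UAS-luciferase; compound 1 h, then 700 uM CuSO4 induction for 20 h at ambient temperature; inhibition read as reduced luminescence.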
BRCA1 expr act – activators of BRCA1 expression. MCF7-BRCA1-FFLuc reporter, luminescence, 48 h; response scale: scaled: vehicle 0%, 10 µM genistein 100%. Potency, µM (doses to about 46.1 µM), for inactives: top-dose activation, most hits filed as activators. hit rate 1.1% among 380,000. AID 624202; further: potency means the concentration at half of the fitted maximal effect; nearly all actives have a fitted effect of over 80% in size; some results filed as inactive show a strong effect at the top dose
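Activators of BRCA1 expression were detected as increased firefly luciferase luminescence in engineered MCF7 cells after 48 h compound incubation. Signals were scaled to genistein 10 microM as full activation.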
ELG1 genotoxic – inducers of genotoxicity in HEK293T ELG1-luciferase cells; Potency, µM (top dose mostly 46 µM), inactives show top-dose activity change, positive = activation, actives largely listed as activators; HEK293T ELG1-luciferase reporter, luminescence, 16 h; hit rate 1.3% among 330,000; further: potency means the concentration at half of the fitted maximal effect; % of control where 0% means no effect; nearly all actives have a fitted effect of over 60% in size
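After overnight (16 hr) compound treatment at 37 °C, ELG1-luciferase HEK293T cells were lysed with ONE-Glo; luminescence quantified 30 min later at room temperature.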
NPC1 promoter act – activators of NPC1 promoter; hit rate 2.4% among 320,000; Huh7 NPC1 promoter luciferase reporter, 24 h; Potency, µM (titrated, usually from 9.22 µM), inactives show at the highest dose activation, most hits filed as activators;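 further: potency means the concentration at half of the fitted maximal effect; % of control where 0% means no effect; nearly all actives have a fitted effect of over 60% in size; reporter is driven by a mutant NPC1 promoter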
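Luminescence read-out of NPC1 promoter-driven luciferase in stably transfected Huh7 cells; compounds delivered in DMSO and left 24 h at 37C, 5% CO2, qHTS titration format.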
p53 reactivator – restores transcriptional activity of mutant p53; hit rate 0.063% among 320,000; Potency, µM (top dose mostly 92.2 µM), inactives show at the highest dose activity change, positive = activation, actives largely listed as activators; H1299 p53-A138V BP100-luciferase reporter, luminescence, 24 h; further: potency means the concentration at half of the fitted maximal effect; % of control where 0% means no effect; nearly all actives have a fitted effect of over 45% in size
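p53-null H1299 cells stably carrying temperature-sensitive p53-A138V and a BP100-luciferase reporter were pinned with compounds (4-point, 1:5 series) and held 24 hrs at 37 deg C. Luminescence was read 10 min after detection reagent.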
Tb PFK block – blocks T. brucei phosphofructokinase | O15648 | T. brucei PFK, ADP-Glo luminescence | Potency, µM (highest dose often 57.5 µM), for inactives: at the highest dose activity, negative = inhibition, hits mostly inhibitors | hit rate 0.17% among 330,000;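 further: potency means the concentration at half of the fitted maximal effect; 0% = uninhibited 1x PFK enzyme wells and -100% = no-enzyme wells; nearly all actives have a fitted effect of over 60% in size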
Target sequence (O15648 whole entry, looked up): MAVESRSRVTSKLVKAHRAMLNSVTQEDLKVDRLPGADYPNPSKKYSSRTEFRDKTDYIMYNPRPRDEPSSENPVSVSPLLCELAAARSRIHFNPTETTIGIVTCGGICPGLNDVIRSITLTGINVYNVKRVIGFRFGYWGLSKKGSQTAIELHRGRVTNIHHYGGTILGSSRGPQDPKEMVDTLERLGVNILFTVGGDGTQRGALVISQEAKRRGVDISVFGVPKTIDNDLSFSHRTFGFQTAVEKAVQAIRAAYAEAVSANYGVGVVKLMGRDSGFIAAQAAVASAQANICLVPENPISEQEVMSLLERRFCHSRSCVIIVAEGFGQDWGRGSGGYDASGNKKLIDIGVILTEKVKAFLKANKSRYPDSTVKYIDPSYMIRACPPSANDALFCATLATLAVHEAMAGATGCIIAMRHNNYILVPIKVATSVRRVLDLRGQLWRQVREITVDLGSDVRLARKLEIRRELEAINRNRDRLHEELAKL
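ADP-Glo luminescence quantified ADP after 45 min at room temperature, with 1.25 nM T. brucei PFK, 0.1 mM ATP and 0.5 mM fructose-6-phosphate in pH 8.0 TEA buffer. qHTS titrations up to 57 µM; curves classified by quality.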
FLuc modulator – inhibits or activates purified firefly luciferase, miR-21 counter-screen. P08659. purified FLuc, Km substrates, luminescence inhibition. Potency, µM (series often up to 57.5 µM), for inactives: at the top dose activity change, negative = inhibition, hits mostly inhibitors. hit rate 6.9% among 360,000;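 further: potency means the concentration at half of the fitted maximal effect; plate controls were vehicle for no effect and reference inhibitor for full effect; nearly all actives have a fitted effect of over 55% in size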
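Purified P. pyralis luciferase, 10 nM final, with Km-level 10 uM D-luciferin and 10 uM ATP in 50 mM Tris acetate pH 7.5, 10 mM Mg acetate, 0.01% Tween-20, 0.05% BSA; 6-point qHTS titration about 60 µM downward; luminescence read.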
* hit, by the source's call; ? = inconclusive; nt = not tested or not shown; [ ] = another dose, or the depositor's remark. Unless noted, the call rests on the fitted dose curve; in most records, active means well fitted curve in the direction sought with a large enough effect; inconclusive means small, poorly fitted or top-dose-only effect, or another doubt; inactive means no such curve, though single readings can be large; an effect the other way counts as inactive or inconclusive.

Each structure is followed by: ELG1 DNA repair	Gal4-VP16 FLuc	TRPV1 ag	Rab9 prom act	RORgamma inh	BRCA1 expr act	ELG1 genotoxic	NPC1 promoter act	p53 reactivator	Tb PFK block	FLuc modulator
1. COc1ccc(OCC(O)CN2CCN(c3ccc(Cl)cc3)CC2)cc1 (configuration not stated)
→ -19%	4%	2	-5%	25%	-5%	-3%	1%	0%	-5%	-1%
2. Cc1cc(=O)[nH]c(S)c1C#N
→ 0%	-11%	nt	0%	-2%	nt	2%	-4%	-1%	-11%	-5%
3. CC(=O)Nc1ccc(C(F)(F)F)cc1Cl
→ -11%	2%	-2	-2%	-3%	-7%	-1%	-1%	0%	2%	0%
4. CC1CCCN(C(=O)COc2ccc(NC(=O)c3cccs3)cc2)C1 (configuration not stated)
→ 18%	5%	13	13%	25%	61%	-3%	13%	-1%	-3%	9.5µM*
5. CSc1ccc(NC(=O)C(C)N2CCN(C)CC2)cc1 (configuration not stated)
→ -5%	0%	-3	4%	-11%	12%	-4%	-6%	-4%	-1%	-2%
6. CC(C)COc1ccc(C(=O)NC(Cc2c[nH]c3ccccc23)C(=O)NN)cc1 (configuration not stated)
→ 9%	-7%	1	2%	10%	-17%	-1%	-1%	?	-3%	0%
7. Cc1c(NC(=O)c2cccc(NC(=O)COc3ccccc3)c2)c(=O)n(-c2ccccc2)n1C
→ -20%	nt	-2	0%	nt	-12%	2%	1%	-7%	0%	-29%
8. Cc1cc(OCc2nc(-c3ccc(NC(=O)c4cccnc4)cc3)no2)ccc1Cl
→ 4%	0%	nt	-11%	-2%	-21%	-4%	-1%	-1%	-2%	-3%
9. CC(C)OC(=O)CSc1nnc(-c2ccc([N+](=O)[O-])cc2)o1
→ 0%	-8%	-1	-5%	-3%	-14%	1%	-4%	-2%	3%	2%
10. COCCNC(=S)N(CCc1c(C)[nH]c2ccc(Cl)cc12)Cc1cccs1
→ ?	?	19	-12%	?	-35%	-9%	0%	-5%	1%	4%
11. Cn1cc(CC(=O)Nc2cccc(C#N)c2)c2ccccc21
→ ?	16%	1	1%	29%	0%	-8%	0%	-1%	-6%	0%
12. COc1c(F)c(F)c(C(=O)Nc2ccc(-c3nc4ccccc4[nH]3)cc2)c(F)c1F
→ ?	?	9	-6%	-32%	-7%	?	-1%	3%	-6%	1%
13. O=C(CSc1ncn(-c2ccccc2)n1)Nc1nc2ccccc2s1
→ ?	-9%	3	1%	-3%	-13%	-3%	3%	-6%	-10%	-7%
14. CS/C(=N\S(=O)(=O)c1cccs1)Nc1ccc(F)cc1
→ ?	3%	2	10%	25%	35%	-1%	-2%	10%	0%	-2%
15. CCN(C(=O)CSc1nc2ccccc2c(=O)n1C(C)COC)C1CCS(=O)(=O)C1 (configuration not stated)
→ -3%	4%	1	4%	37%	-1%	-4%	-4%	-3%	-6%	0%
16. CCN(CC)S(=O)(=O)c1ccc(Cl)c(NC(=O)CSc2nnc(-c3cccs3)o2)c1
→ 1%	-5%	-6	0%	3%	-18%	1%	-9%	-6%	2%	0%
17. CCCC(=O)N1CCN(S(=O)(=O)c2cc(Cl)ccc2OC)CC1
→ 3%	-7%	1	0%	10%	9%	0%	-4%	9%	-1%	13%
18. COc1ccc(C(OC(=O)c2ccco2)C(=O)NC2CCCC2)cc1OC (configuration not stated)
→ -2%	4%	1	-6%	3%	0%	1%	-3%	-4%	-4%	0%
19. Nc1ncc2c(n1)-c1cc(Cl)ccc1SC2
→ 16%	-10%	-2	-1%	4%	-2%	0%	-3%	-4%	-3%	-10%
20. Cc1c(OC(C)C(=O)O)ccc2c(-c3ccccc3)cc(=O)oc12 (configuration not stated)
→ -2%	1%	-1	-2%	5%	4%	-3%	-3%	-1%	5%	-2%
21. CN1C(C(=O)N2CCc3ccccc3C2)=CC(c2ccc(F)cc2)=NS1(=O)=O
→ 1%	3%	3	0%	23%	-24%	-4%	-3%	-4%	-1%	0%
22. COc1ccc(N(CC(=O)Nc2cccc(N(C)S(C)(=O)=O)c2)S(=O)(=O)c2ccccc2)cc1Cl
→ 8.2µM*	-3%	6	0%	7%	-20%	-11%	-2%	-2%	0%	-5%
23. Cc1ccc(S(=O)(=O)N(C)CC(=O)OCC(=O)c2ccc3c(c2)NC(=O)CO3)cc1
→ 9%	nt	nt	nt	nt	-16%	2%	nt	-4%	5%	nt
24. COC(=O)C/C(C)=N/Nc1ccc(S(=O)(=O)N2CCCC2)cc1[N+](=O)[O-]
→ ?	21%	12	-2%	-44%	-2%	0%	0%	-13%	-2%	-1%
25. COc1ccc(C(=O)c2cnc[nH]2)cc1
→ ?	13%	2	-1%	3%	0%	-1%	0%	0%	-15%	-4%
26. CCN1CCN(C(=S)NC(=O)/C=C/c2cccs2)CC1
→ ?	?	2	-1%	3.2µM*	-1%	1%	-21%	-2%	-2%	-1%
27. CCC(=O)Oc1ccc(C(=O)Nc2cccc(C(=O)NCC(C)C)c2)cc1
→ -9%	-4%	-2	-9%	1%	-25%	-1%	-4%	2%	-3%	13µM*
28. O=C(O)C1=CC[C@@H](c2ccc(Cl)cc2)N(S(=O)(=O)c2ccc(Cl)cc2)[C@H]1c1ccccc1
→ 14%	nt	-10	-3%	nt	14%	0%	?	?	-21%	-1%
29. O=C(NCC1CCCO1)c1cc2cc(Cl)ccc2[nH]1 (configuration not stated)
→ ?	nt	?	22%	nt	?	11%	5%	nt	0%	?
30. COc1cc(CC(=O)NCC2COc3ccccc3O2)cc(OC)c1OC (configuration not stated)
→ -3%	8%	0	1%	-27%	-10%	-3%	-2%	-2%	0%	6%
31. Oc1ccc(Br)cc1/C=N/N1CCN(Cc2cccc3ccccc23)CC1
→ -6%	-4%	1	-2%	6%	-1%	-4%	-4%	1%	0%	0%
32. COc1ccccc1-c1sc2cc3c(cc2c1-c1ccc(OCCN2CCOCC2)cc1)OCO3
→ -23%	nt	nt	nt	nt	-12%	-3%	nt	-4%	14%	nt
33. Cc1ccc(C)c(NC(=S)N2C3CCCC2CC(NC(=O)C2CC2)C3)c1 (configuration not stated)
→ -2%	7%	-9	-1%	-5%	18%	2%	8%	20%	0%	1%
34. CCOC(=O)C1=C(COC(=O)c2ccc([N+](=O)[O-])s2)NC(=O)NC1C (configuration not stated)
→ 0%	nt	nt	nt	nt	-59%	-1%	nt	-12%	3%	nt
35. Cc1ccc(NC(=O)CN(C)C(=O)c2cc3c(s2)CCCCC3)cc1
→ 1%	nt	20	-9%	nt	-2%	1%	-4%	1%	-3%	-1%
36. COC(=O)c1ccccc1-c1ccc(/C=N/NC(=O)c2cc3ccccc3o2)o1
→ ?	?	5	-1%	?	-7%	-7%	8%	-7%	-2%	?
37. Cc1ccc2nc(CSc3nnc(Nc4ccccc4F)s3)cc(=O)n2c1
→ ?	-6%	0	0%	44%	-3%	-4%	-3%	-3%	-6%	1%
38. CCOC(=O)C(C)c1n[nH]c(=O)c2ccccc12 (configuration not stated)
→ 28%	3%	-1	1%	-19%	-19%	0%	2%	-3%	-8%	1%
39. Fc1ccc(Oc2ncccn2)c(F)c1
→ 10%	-6%	-1	-15%	-2%	4%	-1%	-1%	-10%	-8%	5%
40. COC(=O)c1ccc(CO/N=C/c2ccccc2OC)cc1
→ ?	-17%	-1	-1%	8%	-9%	2%	0%	11%	1%	-7%
41. Nc1nonc1-c1noc(COc2ccccc2Cl)n1
→ ?	-2%	5	1.1µM*	-18%	?	5.2µM*	1.4µM*	?	0%	4.8µM*
42. Cc1nonc1OCCNc1ccc([N+](=O)[O-])cc1
→ 9%	?	5	-1%	?	-3%	0%	1%	-7%	?	0%
43. CCO[C@H]1OC(C(=O)N2CCCCCCC2)=C[C@@H](c2ccc(C(F)(F)F)cc2)[C@@H]1CCCO
→ ?	-12%	?	0%	18%	-1%	-3%	2%	1%	-3%	1%
44. COc1ccc(NC(=O)CSCC(=O)Nc2cc(Cl)ccc2N2CCCC2)cc1
→ ?	-4%	9	4%	8%	-35%	-8%	-5%	-34%[inhibitor]	-2%	-4%
45. CC1(C)Cc2c(c(N3CCOCC3)nc3sc4c(N5CCOCC5)nnnc4c23)CS1
→ ?	-9%	?	-3%	31%	nt	1%	-7%	5%	-4%	-17%
46. C=CCN(c1ccc(C(=O)Nc2ccc(C)cc2)cc1)S(C)(=O)=O
→ ?	9%	?	14%	25%	17%	-3%	2%	-1%	1%	?
47. Cn1cnnc1SCC(=O)Nc1ccc2nc(SCc3ccccc3Cl)sc2c1
→ ?	?	1	26%	?	?	5%	16%	25%	0%	17µM*
48. CCOc1ccc(-n2c(SCc3ccc(C#N)cc3)nnc2-c2cccnc2)cc1
→ 4%	4%	nt	-1%	30%	-33%	0%	2%	-3%	1%	1%
49. Cc1ccc(CN2CCSCC2)cc1
→ 9%	-3%	-3	-3%	-1%	-1%	1%	-2%	-5%	1%	-1%
